aSyn tox rescue – inhibitors of alpha-synuclein toxicity in yeast; S. cerevisiae alpha-synuclein toxicity rescue, BacTiter-Glo growth, 24 h; AID 1347070; Potency, µM (titrated, usually from 46.1 µM), without a hit: top-dose growth rescue (activation), most hits filed as activators; hit rate 0.02% among 94,000; active = well fitted activation curve with a large enough effect; also: 0% is about no effect
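Growth restoration measured by BacTiter-Glo luminescence after 24 hr at 30 deg C; alpha-synuclein yeast, raffinose-pregrown to mid-log, were added at OD600=0.02 in galactose medium onto pinned compounds.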
Numbers without * were called inactive; & = joins results of further samples; [ ] = dose if it differs, or a comment. Potency is read from the fitted curve at half-maximal effect. This is a subset, so the mix of outcomes need not match the whole.

SMILES	aSyn tox rescue
Cc1ccc(NC(=O)c2cc3c(-c4ccccc4)nn(-c4ccccc4)c3s2)cc1	2%
COC(=O)c1ccc(OCC(O)CN2CCc3cc(OC)c(OC)cc3C2c2ccccc2)cc1 (configuration not stated)	-1%
CCCCn1c(CN2CCOCC2)nc2c1c(=O)n(C)c(=O)n2C	-5%
O=S(=O)(Nc1ccc2oc3c(c2c1)CCCC3)c1cc(Cl)ccc1Cl	0%
Cc1csc(Nc2ccc(Cl)cc2)[n+]1-c1ccc(Cl)cc1	-32%[inhibitor]
CCOC(=O)C1=C(CN2CCCCC2)NC(=O)NC1c1ccc(C)cc1 (configuration not stated)	4%
CCC(Oc1ccccc1)C(=O)Nc1cc(-c2ccccc2F)nn1-c1ccccc1 (configuration not stated)	-12%
CCN(CC(=O)Nc1c(F)cccc1F)C(=O)CSCC(=O)Nc1cc(C)on1	-7%
CN(CC(=O)Nc1ccccc1Br)C(=O)COc1cccc2c1OC(C)(C)C2	12%
O=C(Nc1c(C(=O)O)oc2ccc(Br)cc12)c1ccccc1	5%
CCCCCCN1C(=O)C(O)=C(C(C)=O)C1c1ccccc1[N+](=O)[O-] (configuration not stated)	-2%
CCC(C)[C@H](NC(=O)[C@@H]1Cc2ccccc2CN1)C(=O)NCc1ccc(C)cc1 (some centres not stated)	0%
CC(C)C[C@H](NC(=O)NCc1ccc(F)cc1)C(=O)O	1%
Cc1cc2oc(C(=O)NCC(c3ccco3)N3CCCC3)c(C)c2cc1C (configuration not stated)	7%
CS(=O)(=O)c1cccc(-c2nnc(NC(=O)CCS(=O)(=O)c3ccccc3)o2)c1	-9%
CCOC1(c2ccccc2)OC(=O)c2ccccc21 (configuration not stated)	-12%
CCOC(=O)N1CCN(C(=O)c2ccccc2NC(C)=O)CC1	-2%
Cc1cccc(NC(=S)NNc2cccc(Cl)c2)c1	-7%
COc1cc(C(=S)N2CCOCC2)cc(OC)c1OC	0%
CCOc1ccc(/C=N/NC(=O)c2[nH]c3ccc(C)cc3c2C)cc1	-10%
COc1cc(-c2cc(OC)c3c(C)oc(C)c3c(=O)c2)ccc1OC(=O)c1cccc(Cl)c1	-24%
CCN1CCN(C(CNC(=O)c2ccc3c(c2)OCO3)c2cccnc2)CC1 (configuration not stated)	-7%
Cc1ccccc1-c1nn2c(=O)cc(CN3CCN(C(=O)/C=C/c4ccccc4)CC3)nc2s1	7%
CCOC(=O)N1CCN(C(=O)CN(c2ccc(C)cc2C)S(=O)(=O)c2ccccc2)CC1	1%
COc1cccc(N2CCN(C(=O)C3CCC(CNS(=O)(=O)c4ccc(Br)s4)CC3)CC2)c1 (configuration not stated)	-8%
Carrying on.
SMILES	aSyn tox rescue
Cc1sc2ncn(CC(=O)N3CCN(c4ccc(F)cc4)CC3)c(=O)c2c1S(=O)(=O)N1CCCCC1	9%
CCC1CN(C(=O)N2CCC(C(=O)NCc3cc(OC)c(OC)c(OC)c3)CC2)c2ccccc2O1 (configuration not stated)	0%
Cc1oc2ncn(C)c(=O)c2c1C(=O)NCc1ccc(Cl)cc1	0%
CCC(=O)NCCn1c(C)cc2ccccc21	9%
CCOCCCNc1ccc(N2C(=O)C3CCCCC3C2=O)cc1[N+](=O)[O-] (configuration not stated)	10%
COc1cc(NC(=O)c2ccc(C)c(Cl)c2)ccc1NC(=O)c1cc2ccccc2o1	5%
Cn1c(=O)c2c(nc(N3CCOCC3)n2Cc2ccccc2Cl)n(C)c1=O	8%
Cc1ccc(S(=O)(=O)N2CC3(O)CN(C(=O)OC(C)C)N(C(=O)OC(C)C)CC3(OC(=O)NCc3ccccc3F)C2)cc1 (configuration not stated)	2%
Cc1ccccc1Cn1nc(C)c(NC(=O)c2cc(CC(C)C)on2)c1C	3%&-1%
Nc1ccc(S(=O)(=O)Nc2nccc(/C=C/c3ccc(Cl)cc3Cl)n2)cc1	-10%
Cc1ccc(-c2nc(Nc3cccc(C)c3)sc2CC(=O)O)cc1	-5%
CC1=C(C(=O)N(C(C)C)C(C)C)CC(CC(=O)NCCCCc2ccccc2)C(=O)N1Cc1ccccc1 (configuration not stated)	-3%
CCCN(C(=O)c1ccc(N(C)S(=O)(=O)c2ccc(C)cc2)cc1)C1CCS(=O)(=O)C1 (configuration not stated)	4%
COC(=O)c1c(-c2ccccc2Cl)noc1-c1cnc(N)nc1C(F)(F)F	1%
CC(=O)N1CCc2cc(Br)cc(S(=O)(=O)CCC(=O)NCc3ccc(F)cc3)c21	6%
CC1=C(C(=O)OCC2CCCCC2)C(c2ccccc2F)CC(=O)N1 (configuration not stated)	7%
Cc1cc(NC(=O)NCc2ccc3c(c2)CCN3C(=O)c2ccccc2)ccc1Br	-18%
CCn1cc(S(=O)(=O)N2CCN(Cc3ccc(F)cc3)CC2)cn1	10%
Clc1ccc2nnnc(-c3ccccc3)c2c1	24%
CCN(c1ccc(C)cc1C)S(=O)(=O)c1nnc(NC(=O)c2ccc(F)cc2)s1	-5%
Cc1cc(NCc2ccc(Cl)cc2)n2cnnc2n1	-7%
Cc1ccc(S(=O)(=O)c2cn(Cc3ccccc3)c3cc(N4CCCC4)c(F)cc3c2=O)cc1C	9%
Cc1cc(C)cc(NC(=O)C2CCN(S(=O)(=O)c3ccc4[nH]c(=O)ccc4c3)CC2)c1	1%
CCOc1cc(C(=O)NC(=S)Nc2ccc(Cl)c(C(=O)O)c2)cc(OCC)c1OCC	-2%
CCCCN(CCCC)C(=O)CN(C)S(=O)(=O)c1ccc2c(c1)c(=O)n(C)c(=O)n2C	-6%

Another view of 2 compounds above:
SMILES,aSyn tox rescue
COc1cccc(N2CCN(C(=O)C3CCC(CNS(=O)(=O)c4ccc(Br)s4)CC3)CC2)c1 (configuration not stated),-8%
Cc1sc2ncn(CC(=O)N3CCN(c4ccc(F)cc4)CC3)c(=O)c2c1S(=O)(=O)N1CCCCC1,9%

Later entries.
SMILES	aSyn tox rescue
CN(C(=O)COC(=O)/C=C/c1cccs1)c1c(N)n(Cc2ccccc2)c(=O)[nH]c1=O	-5%
CCc1cccc(NC(=O)c2cnc(SC)nc2-c2ccccc2)c1	5%
COc1cccc(C2CC(c3ccc(C)cc3)n3nc(N)nc3N2)c1 (configuration not stated)	-9%
CCC(=O)N1CCc2cc(S(=O)(=O)CCC(=O)Nc3ccc(OC(F)(F)F)cc3)ccc21	-5%
CCS(=O)(=O)c1ncc(Cl)c(C(=O)N2CCN(c3cccc(Cl)c3)CC2)n1	15%
COCCN(C(=O)c1ccc(OCC(C)C)cc1)c1c(N)n(Cc2ccccc2)c(=O)[nH]c1=O	-2%
Cc1ccc2occ(CC(=O)Nc3c(C)cccc3C)c2c1	1%
CCOc1ccc(NC(=O)CSc2nc3c(oc4ccccc43)c(=O)n2CCOC)cc1	-5%
COc1cccc(/C=C/C(=O)Nc2ccc3nc(N4CCN(C)CC4)cc(C)c3c2)c1OC	-16%
O=C(Nc1cccc([N+](=O)[O-])c1)ONC1=NCCCCC1	-5%
COC(=O)CC1Oc2ccccc2-n2cc(-c3ccc(C)cc3)nc21 (configuration not stated)	-8%
COc1cc2c(cc1OC)C(/C=C/c1ccco1)=NCC2	6%
CN(C)c1nnnn1-c1ccc(Oc2ncc(C(F)(F)F)cc2Cl)cc1	11%
Cc1cccc(C)c1Nc1c(-c2cccs2)nc2ncccn12	-7%
CC1CCN(S(=O)(=O)c2cccc(C(=O)NNC(=O)c3ccco3)c2)CC1	-6%
CCOC(=O)c1cccc(NC(=O)c2cnc3sc(N4CCOCC4)nn3c2=O)c1	-4%
Cc1ccc(-c2nc(C)c(CCNC(=O)C(=O)Nc3cc(C)ccc3C)s2)cc1	2%
CCOc1ccc(C2CC(=O)c3c([nH]c(C(=O)OCCOc4ccccc4)c3C)C2)cc1 (configuration not stated)	-11%
COc1ccccc1N1CCN(c2ncnc3c2cnn3C)CC1	4%
CCCC(=O)Nc1ccc2c(c1)nc(CN1CCN(C(=O)OCC)CC1)n2C(C)C	-3%
N#CC/C(N)=N/NC(=O)CCCNc1ncc(C(F)(F)F)cc1Cl	0%
Cc1nn(CCCC(=O)NCCc2ccccc2)c(=O)c2nccn12	3%
C[C@H](CO)N1C[C@H](C)[C@@H](CN(C)C(=O)Cc2ccccc2)OCCCC[C@H](C)Oc2ccc(NC(=O)NC3CCCCC3)cc2C1=O	-1%
COc1ccccc1Cn1c(SCC(=O)C(C)(C)C)nc2ccccc2c1=O	-8%
CCC(C(=O)NC1CCCCC1)n1c(SCc2cccc(F)c2)nc2ccncc21 (configuration not stated)	-8%&0%
Additional compounds follow.
SMILES	aSyn tox rescue
Cc1ccc(CN2CC(C(=O)N3CCN(S(=O)(=O)c4ccccc4)CC3)CC2=O)cc1 (configuration not stated)	-47%[inhibitor]
Cc1ccc(S(=O)(=O)NC2(C(F)(F)F)NC(=O)N(c3ccc(F)cc3)C2=O)cc1 (configuration not stated)	-10%
Cc1ccc(O)c(NC(=O)c2cc(-c3ccccc3O)no2)c1	-26%
CCOc1ccc(-c2n[nH]c3c2C(c2ccccc2OC)N(c2ccc(Br)cc2)C3=O)cc1 (configuration not stated)	14%
O=C1c2[nH]nc(-c3ccccc3O)c2C(c2ccccc2F)N1Cc1cccnc1 (configuration not stated)	1%
CC(C)c1ccc(NC(=O)C(NS(=O)(=O)c2ccc3c(c2)CCC(=O)N3)c2ccccc2)cc1 (configuration not stated)	-1%
O=C(CC12CC3CC(CC(C3)C1)C2)Nc1ccc(C(=O)O)cc1	-4%
COc1ccc(C)cc1NS(=O)(=O)c1c(C)nc2sc(C)cn2c1=O	0%
COCCN(C(=O)CSc1nnc(-c2cccc(Cl)c2)n1N)c1c(N)n(CC(C)C)c(=O)[nH]c1=O	-4%
COc1ccc(OC)c(-c2cc(C(=O)N3CCN(c4ccccc4)CC3)no2)c1	7%
CCOc1ccc(-n2c(SC(C)C(=O)OC)nc3c([nH]c4ccccc43)c2=O)cc1 (configuration not stated)	-9%
C[C@H](CO)N1C[C@H](C)[C@@H](CN(C)C(=O)Nc2ccccc2)Oc2ncc(-c3ccc(C#N)cc3)cc2C1=O	-8%
COC(=O)c1c(NC(=O)CCCOc2ccccc2C)sc2c1CCC2	9%
Nc1nc(NCCCN2CCOCC2)nc(Nc2ccccc2F)c1[N+](=O)[O-]	-5%
Cc1ccc(Cn2c(C)c(CNCC(C)c3ccccc3)c(C(=O)O)c2C)cc1 (configuration not stated)	2%
COc1ccccc1C(=O)Nc1nnc2n1CCS2	2%
O=C(c1ccccc1Br)N(Cc1ccccc1)c1ccccc1	5%
Nc1c(C(=O)NCc2ccc(Cl)cc2Cl)nnn1Cc1ccc(Br)cc1	-3%
Clc1ccc(CSc2ccc(-c3cccnc3)nn2)cc1	15%
COc1ccc(C(=O)Nc2cc(S(=O)(=O)c3ccc(Cl)cc3)c(O)c(C)c2C)cc1	-11%
CCOc1ccc(CNC(=O)c2ccc3c(c2)nc2n3CCC(C)C2)cc1OC (configuration not stated)	-7%
Cc1cc(C(=O)NCc2cccc(Cl)c2)c2ccccc2n1	6%
O=C(N/N=C/c1coc2ccccc2c1=O)c1cc2ccccc2o1	4%
CCC(=O)N1CCc2cc(Br)cc(S(=O)(=O)CCC(=O)N3CCN(c4cccc(C(F)(F)F)c4)CC3)c21	-5%
Cc1ccc(S(=O)(=O)C(CNC(=O)C(=O)NCCc2ccccc2)c2ccco2)cc1 (configuration not stated)	-3%
Additional entries.
SMILES	aSyn tox rescue
COc1ccc(CCNC(=O)c2ccc3c(c2)CCN3S(C)(=O)=O)cc1OC	-10%
Cc1ccc(-c2nc(NC(=O)CSc3ncnc4sc5c(c34)CCC(C)C5)ns2)cc1 (configuration not stated)	-8%
Cc1c(N/C(=N/S(=O)(=O)c2cc([N+](=O)[O-])ccc2Cl)c2ccccc2)c(=O)n(-c2ccccc2)n1C	-12%
Cc1ccc2c(c1)-c1cc(C)nn1C(c1cc(Br)ccc1O)N2 (configuration not stated)	0%
COc1ccc(N2CCN(C(=O)C(=O)c3cn(CC(=O)N4CCCC4)c4ccccc34)CC2)cc1	7%
Cc1ccc(CN2C(=O)CCC2C(=O)N2CCN(c3ccccc3)CC2)cc1 (configuration not stated)	3%
O=S(=O)(/C=C/c1ccccc1)N1CCN(c2nc(-c3ccccc3)nc3ccccc23)CC1	-8%
CC1CCN(C(=O)CSc2nc(=O)n3cc(Cl)ccc3n2)CC1	3%

In another format: 17 of the compounds above.
structure,aSyn tox rescue
O=C(c1ccccc1Br)N(Cc1ccccc1)c1ccccc1,5%
Nc1c(C(=O)NCc2ccc(Cl)cc2Cl)nnn1Cc1ccc(Br)cc1,-3%
Clc1ccc(CSc2ccc(-c3cccnc3)nn2)cc1,15%
COc1ccc(C(=O)Nc2cc(S(=O)(=O)c3ccc(Cl)cc3)c(O)c(C)c2C)cc1,-11%
CCOc1ccc(CNC(=O)c2ccc3c(c2)nc2n3CCC(C)C2)cc1OC (configuration not stated),-7%
Cc1cc(C(=O)NCc2cccc(Cl)c2)c2ccccc2n1,6%
O=C(N/N=C/c1coc2ccccc2c1=O)c1cc2ccccc2o1,4%
CCC(=O)N1CCc2cc(Br)cc(S(=O)(=O)CCC(=O)N3CCN(c4cccc(C(F)(F)F)c4)CC3)c21,-5%
Cc1ccc(S(=O)(=O)C(CNC(=O)C(=O)NCCc2ccccc2)c2ccco2)cc1 (configuration not stated),-3%
COc1ccc(CCNC(=O)c2ccc3c(c2)CCN3S(C)(=O)=O)cc1OC,-10%
Cc1ccc(-c2nc(NC(=O)CSc3ncnc4sc5c(c34)CCC(C)C5)ns2)cc1 (configuration not stated),-8%
Cc1c(N/C(=N/S(=O)(=O)c2cc([N+](=O)[O-])ccc2Cl)c2ccccc2)c(=O)n(-c2ccccc2)n1C,-12%
Cc1ccc2c(c1)-c1cc(C)nn1C(c1cc(Br)ccc1O)N2 (configuration not stated),0%
COc1ccc(N2CCN(C(=O)C(=O)c3cn(CC(=O)N4CCCC4)c4ccccc34)CC2)cc1,7%
Cc1ccc(CN2C(=O)CCC2C(=O)N2CCN(c3ccccc3)CC2)cc1 (configuration not stated),3%
O=S(=O)(/C=C/c1ccccc1)N1CCN(c2nc(-c3ccccc3)nc3ccccc23)CC1,-8%
CC1CCN(C(=O)CSc2nc(=O)n3cc(Cl)ccc3n2)CC1,3%
